TcdB inh: TcdB glycohydrolase inhibition; inhibition, % at 9.99 µM; actives 0.24% (n = 350,000); AID 652162; TcdB glycohydrolase enzymatic assay, plate reader; P18177; in the data active means inhibition above about 10%
Anthrax LF prot: anthrax lethal factor protease inhibition | P15917 | multiplex microsphere protease cleavage assay, LF | inhibition, % at 10 µM | actives 0.12% (n = 360,000) | AID 588501; in the data active means inhibition above about 30%; further: plate controls were buffer without enzyme for full effect and enzyme alone for no effect
Target sequence (P15917 whole entry, looked up): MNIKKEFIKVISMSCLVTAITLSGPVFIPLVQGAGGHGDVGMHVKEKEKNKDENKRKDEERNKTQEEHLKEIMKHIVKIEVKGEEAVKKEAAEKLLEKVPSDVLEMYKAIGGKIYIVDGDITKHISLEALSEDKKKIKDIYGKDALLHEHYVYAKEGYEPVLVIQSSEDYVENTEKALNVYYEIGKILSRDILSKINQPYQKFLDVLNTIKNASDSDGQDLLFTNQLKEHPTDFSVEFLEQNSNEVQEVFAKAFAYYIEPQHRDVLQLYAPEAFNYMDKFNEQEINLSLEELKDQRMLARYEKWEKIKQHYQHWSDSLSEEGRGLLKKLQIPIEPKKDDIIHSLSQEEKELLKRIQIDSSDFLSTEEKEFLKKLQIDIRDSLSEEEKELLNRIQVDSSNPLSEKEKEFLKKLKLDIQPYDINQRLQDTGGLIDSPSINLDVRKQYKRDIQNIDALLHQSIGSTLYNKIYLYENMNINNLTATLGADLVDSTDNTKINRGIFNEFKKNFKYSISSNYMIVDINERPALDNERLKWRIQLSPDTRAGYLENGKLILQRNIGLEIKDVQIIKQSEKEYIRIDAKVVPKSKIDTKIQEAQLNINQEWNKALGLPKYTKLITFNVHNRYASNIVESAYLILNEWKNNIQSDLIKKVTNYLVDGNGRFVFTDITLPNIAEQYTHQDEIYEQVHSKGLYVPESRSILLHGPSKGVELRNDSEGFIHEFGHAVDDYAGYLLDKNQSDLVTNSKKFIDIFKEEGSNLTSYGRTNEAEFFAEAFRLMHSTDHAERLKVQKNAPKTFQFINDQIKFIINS
* hit, by the source's call. Not all compounds are listed. The share of hits here may be higher or lower than overall.

SMILES | TcdB inh | Anthrax LF prot
CCOC(=O)[C@]12CCCC=C1N(Cc1ccco1)C(=O)[C@H](CC(=O)N1CCCC1)C2 | 0.4 | 9.5
CCOC(=O)C1=CCN(S(=O)(=O)c2cccc(Cl)c2)C1c1ccc(Br)cc1 (configuration not stated) | 1.8 | 6.4
O=C([C@H]1O[C@@H](n2ccc(=O)[nH]c2=O)[C@H](O)[C@@H]1O)N1CCN(c2ccc(Cl)cn2)CC1 | 0.9 | -0.9
CC(C)n1[nH]c2ccccc2c1=O | -8.8 | -4.6
NC(=O)NN=C1CCC(OCc2ccccc2)CC1CC(=O)O (configuration not stated) | 0.3 | -10.7
CC1CC(C)CN(C(C(=O)NC2CCCCC2)c2ccnc3ccccc23)C1 (configuration not stated) | -0.3 | -4.2
CCCNC(=O)c1cc2c(c(-c3cccc(-c4ccccc4F)c3)n1)[C@@H](CCO)N(C(=O)CC1CC1)C2 | 0.4 | -2.0
CCOc1ccc(CCN2C(=O)C(=O)N([C@@H](CC(C)C)CN3CCC[C@H]3CN3C(=O)C(=O)NC[C@@H]3CC(C)C)C[C@@H]2CC(C)C)cc1 | 0.6 | 0.6
O=S(=O)(c1cc(Cl)cc(Cl)c1)N1Cc2cc(-c3cccc(F)c3)ccc2-n2nncc2C1 | -0.4 | 2.5
COCCN1C(=O)CCC1(C)c1nnnn1-c1c(C)cccc1C (configuration not stated) | 0.2 | -8.2
CCC(c1nnnn1-c1ccc2c(c1)OCCO2)N1CCN(c2ccc(OC)cc2)CC1 (configuration not stated) | 1.4 | -5.9
CC1(C(=O)Nc2ccc3ccccc3c2)CCC(=O)N1CC(F)(F)F (configuration not stated) | 0.2 | -6.7
Cc1cc(C)cc(Cn2cc(CN3CC(N4CCCCC4)CS3(=O)=O)nn2)c1 (configuration not stated) | 2.0 | 2.4
Nc1ccn([C@@H]2O[C@H](C(=O)N3CCN(Cc4ccccn4)CC3)[C@@H](O)[C@H]2O)c(=O)n1 | 0.6 | 5.4
Cc1cccc(C)c1-n1nnnc1-c1nc2cc3ccccc3cc2[nH]c1=O | 5.2 | 18.1
CCOC(=O)[C@]12CCCC=C1N(Cc1ccco1)C(=O)[C@H](CC(=O)NCCCN1CCCC1=O)C2 | 1.3 | 3.0
O=S1(=O)CC(N2CC=CC2)CN1Cc1ccccc1 (configuration not stated) | 0.9 | -4.3
O=C1CCCCCC[C@@H](O)[C@H](O)C[C@H](c2ccccc2)O1 | 0.8 | -4.3
O=c1[nH]cnc2c1ncn2C1CCC(CO)O1 (configuration not stated) | -0.4 | -5.7
C(=C\c1ccccc1)/CN1CCN(C(c2ccccc2)c2nnnn2-c2ccc3c(c2)OCCO3)CC1 (configuration not stated) | -3.8 | 0.0
CCCc1nc2ccc(Br)cn2c1Cc1cccc(Cl)c1 | 1.3 | 13.0
Clc1cccc(Cc2c(-c3cccc(Cl)c3)nc3c4ccccc4ccn23)c1 | 0.0 | -4.2
CCCCNC(=O)c1nc(C2CCN(S(=O)(=O)c3ccccc3C(F)(F)F)CC2)oc1-c1ccccc1 | 0.3 | -8.6
CCCCCCC=C1CCC(CN2CCCC2)C1=O (configuration not stated) | 0.3 | -8.4
CC(C)C[C@H]1CN(CCCC[C@H]2CNC(=O)C(=O)N2CCc2ccccc2)C(=O)C(=O)N1CCc1ccccc1 | 0.5 | -4.7

The list goes on.
SMILES | TcdB inh | Anthrax LF prot
CCOC(=O)C1CCC(=O)N1Cc1c[nH]c2ccccc12 (configuration not stated) | -0.8 | 0.8
c1ccc(-c2csc(Nc3ccc4c(c3)OCO4)n2)cc1 | 1.2 | -6.9
CCCCN1C(=O)C(CC(=O)NCC2CCCCC2)CC(C(=O)N2CCCCCC2)=C1C (configuration not stated) | -0.6 | -2.1
CN(CCc1ccccc1)C(c1ccnc2ccccc12)c1nnnn1-c1ccc2c(c1)OCCO2 (configuration not stated) | 2.6 | -2.9
OC(c1ccccc1)(c1ccccc1)C1CCN(CCCOc2ccccc2)CC1 | 2.9 | -7.4
O=C(NC1CCCCC1)C1c2ccccc2OCC(=O)N1Cc1ccccc1 (configuration not stated) | 0.2 | -2.3
O=C(NCCN1CCC(n2c(=O)[nH]c3ccccc32)CC1)c1cccc(Cl)c1 | 1.6 | -5.2
Cc1cccc2nc(-c3ccccc3)c(-c3ccc(CN4CCC(n5c(=O)[nH]c6ccccc65)CC4)cc3)nc12 | -0.7 | 5.7
CC(C)(C)NC(=O)C1(C)CCC(=O)N1CCCn1ccnc1 (configuration not stated) | -0.3 | -3.2
CC(C)(C)S(=O)N1Cc2cc(C(=O)NCc3ccc4c(c3)OCO4)nc(-c3cccc(-c4ccncc4)c3)c2[C@H]1CCO (some centres not stated) | 1.0 | -5.9
Cc1cc(Br)cn2c(CC(=O)N3CCCCC3)c(-c3ccc(F)cc3)nc12 | 0.4 | -9.1
CCCCOCCCNC(=O)C[C@@H]1C[C@@]2(C(=O)OCC)CCC=C2N(Cc2ccc3c(c2)OCO3)C1=O | 0.9 | 0.1
CCOC(=O)c1cc2c(c(-c3cccc(C#Cc4ccc(OC)c(OC)c4)c3)n1)[C@@H](CCO)N(S(=O)C(C)(C)C)C2 (some centres not stated) | -4.2 | -4.8
CCOC(=O)[C@]12Cc3cc(Cl)ccc3[C@H]1N(C)C(=O)c1cc(OC)ccc12 | 0.1 | -10.3
Cc1cccc(COC[C@H](Cc2ccccc2)N2CCN(C(=O)c3cc(Cl)cc(Cl)c3)CCC2=O)c1 | -1.6 | -6.8
CCCc1nc2cc(C)c(Br)c(C)n2c1Cc1ccc(OC)cc1C | -0.2 | -3.7
CCCCNC(=O)c1nc(C2CCN(S(=O)(=O)c3csc(C(=O)O)c3)CC2)oc1-c1ccccc1 | 0.8 | 1.5
O=C1NC[C@H](CCCCN2C[C@H](Cc3ccccc3)N(CCC3CCCCC3)C(=O)C2=O)N(CCc2ccccc2)C1=O | 1.3 | -3.2
CCOC(=O)C1=CC[C@@H](c2ccc([N+](=O)[O-])cc2)N(S(=O)(=O)c2ccc(C)cc2)[C@H]1c1ccccc1 | 0.5 | -1.4
Cc1cc2nc(-c3ccco3)c(Cc3cccc(F)c3)n2c(C)c1Br | -0.5 | 14.8
CCCCCc1c(-c2cccc(Br)c2)ncn1CCc1ccccc1OC | 0.8 | -2.3
O=C1NC[C@H](CCCCN2C[C@H](Cc3ccc(O)cc3)N(CCc3ccccc3)C(=O)C2=O)N(CCC2CCCCC2)C1=O | 0.9 | 4.1
C#CCNC(=O)C[C@@H]1C[C@@]2(C(=O)OCC)CCC=C2N(CCC2=CCCCC2)C1=O | -0.6 | -6.0
O=C(/C=C/[C@H]1O[C@@H](n2ccc(=O)[nH]c2=O)[C@H](O)[C@@H]1O)NCCCc1ccccc1 | 0.5 | -1.1
CCCCCCN1CCN(C2CN(Cc3cn(Cc4ccc(Cl)cc4)nn3)S(=O)(=O)C2)CC1 (configuration not stated) | -5.0 | 1.2

More entries.
SMILES | TcdB inh | Anthrax LF prot
Cc1ccc(CN2C(=O)C(Cc3ccccc3)Nc3ncnc(N4CCOCC4)c32)cc1 (configuration not stated) | 1.2 | 7.4
O=c1ccn([C@@H]2O[C@H](CNCc3ccccc3)[C@@H](O)[C@H]2O)c(=O)[nH]1 | 1.8 | -7.2
Cc1ccc(Cn2cc(CN3CC(N4CCCC4)CS3(=O)=O)nn2)cc1 (configuration not stated) | 0.0 | 3.2
Cc1ccc2nc(-c3ccccc3)c(Cc3ccccn3)n2c1 | 1.0 | -3.9
CC(=O)c1sc(Nc2ccc(Oc3ccccc3)cc2)nc1C | -9.0 | -2.0
O=C1NC[C@H](CCCCN2C[C@H](Cc3ccccc3)N(CCc3ccc(O)cc3)C(=O)C2=O)N(CCC2CCCCC2)C1=O | 1.1 | -2.1

Grouped by structure, the entries above containing an NH in an aromatic ring (nine)
SMILES | TcdB inh | Anthrax LF prot
O=C([C@H]1O[C@@H](n2ccc(=O)[nH]c2=O)[C@H](O)[C@@H]1O)N1CCN(c2ccc(Cl)cn2)CC1 | 0.9 | -0.9
CC(C)n1[nH]c2ccccc2c1=O | -8.8 | -4.6
Cc1cccc(C)c1-n1nnnc1-c1nc2cc3ccccc3cc2[nH]c1=O | 5.2 | 18.1
O=c1[nH]cnc2c1ncn2C1CCC(CO)O1 (configuration not stated) | -0.4 | -5.7
CCOC(=O)C1CCC(=O)N1Cc1c[nH]c2ccccc12 (configuration not stated) | -0.8 | 0.8
O=C(NCCN1CCC(n2c(=O)[nH]c3ccccc32)CC1)c1cccc(Cl)c1 | 1.6 | -5.2
Cc1cccc2nc(-c3ccccc3)c(-c3ccc(CN4CCC(n5c(=O)[nH]c6ccccc65)CC4)cc3)nc12 | -0.7 | 5.7
O=C(/C=C/[C@H]1O[C@@H](n2ccc(=O)[nH]c2=O)[C@H](O)[C@@H]1O)NCCCc1ccccc1 | 0.5 | -1.1
O=c1ccn([C@@H]2O[C@H](CNCc3ccccc3)[C@@H](O)[C@H]2O)c(=O)[nH]1 | 1.8 | -7.2
